Source: PubChem BioAssay (The Scripps Research Institute Molecular Screening Center)
sPLA2-III inh: human group III sPLA2 inhibitors, primary screen, biochemical, QFRET, BODIPY PC-A2 liposome substrate | Group 3 secretory phospholipase A2 (Homo sapiens), Q9NZ20 | 370,000 tested, 0.56% active | QFRET BODIPY PC-A2 liposome hydrolysis, fluorescence | inhibition, % at 12.2 µM;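 active = inhibition above mean plus 3 SD of compounds lying within the high and low control bounds, cut at about 19% in these data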;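 also: 0% = median of test compound wells and 100% = no enzyme DMSO wells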
Target sequence (Q9NZ20 whole entry, looked up): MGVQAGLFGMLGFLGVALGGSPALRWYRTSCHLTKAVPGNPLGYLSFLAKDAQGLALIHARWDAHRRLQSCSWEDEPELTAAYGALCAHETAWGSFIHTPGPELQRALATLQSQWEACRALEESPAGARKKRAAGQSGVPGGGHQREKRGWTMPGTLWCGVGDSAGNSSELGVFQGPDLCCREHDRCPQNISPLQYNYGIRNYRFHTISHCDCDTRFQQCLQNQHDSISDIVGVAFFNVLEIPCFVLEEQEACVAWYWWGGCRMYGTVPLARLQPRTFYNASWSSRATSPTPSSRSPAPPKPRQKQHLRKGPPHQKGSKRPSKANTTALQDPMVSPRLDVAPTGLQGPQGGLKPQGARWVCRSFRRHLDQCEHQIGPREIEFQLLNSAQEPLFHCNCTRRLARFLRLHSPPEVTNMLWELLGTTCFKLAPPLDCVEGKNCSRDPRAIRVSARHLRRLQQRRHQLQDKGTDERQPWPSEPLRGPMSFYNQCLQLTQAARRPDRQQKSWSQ
PLCg1 inh: PLC-gamma1 enzyme inhibitors, primary screen, biochemical, fluorescence, purified enzyme; 1-phosphatidylinositol 4,5-bisphosphate phosphodiesterase gamma-1 (Homo sapiens), P19174; fluorogenic substrate; inhibition, % at 12.2 µM; 370,000 tested, 0.84% active; AID 720700, 2013; in the data active = inhibition above about 9.5%
ssDAF12 agonist: S. stercoralis DAF-12 nuclear receptor activators, primary screen, cell-based, luminescence, HEK293, GRIP1 co-expression, lit1-tk-luc | 370,000 tested, 1% active | HEK293 ssDAF-12/GRIP1 lit1-tk-luc reporter; % of 3 µM dafachronic acid response | AID 652126, 2013 | Nuclear hormone receptor DAF-12 (Strongyloides stercoralis) | activation, % at 6.8 µM;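 active = activation above the mean over all tested compounds plus 3 SD, cut at about 0.9% in these data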;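 also: 0% = DMSO-only wells and 100% = 3 µM delta7-dafachronic acid wells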
hgDAF12 agonist: H. glycines DAF-12 receptor agonists, primary screen, cell-based, luminescence, HEK293, GAL4 fusion, UAS-luciferase; Nuclear hormone receptor DAF-12 (Heterodera glycines), GAL4 fusion; 370,000 tested, 1.8% active; HEK293 GAL4-hgDAF12 UAS-luciferase reporter, agonist luminescence; normalized to butyrate control; activation, % at 6.8 µM; AID 687014, 2013;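 active = activation above a cutoff set at the mean of all screened compounds plus 3 SD, cut at about 10% in these data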;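 also: 0% = DMSO wells and 100% = sodium butyrate wells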
DAX1 inh-1: DAX1 (NR0B1) inhibitors on StAR promoter, primary screen, cell-based, luminescence, SF-1 (NR5A1), full-length DAX-1; HEK293T StAR-luciferase reporter, SF-1/DAX-1 repression relief; inhibition, % at 6.8 µM; 370,000 tested, 1.1% active; AID 652010, 2013;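 active = inhibition above the mean over all tested compounds plus 3 SD, cut at about 3.6% in these data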;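 also: 0% = DAX-1 cells with DMSO and 100% = cells lacking DAX-1 with DMSO; higher inhibition means more luminescence from relief of DAX-1 repression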
hcDAF-12 act: H. contortus DAF-12 nuclear receptor activators, primary screen, cell-based, luminescence, HEK293, lit1-tk-luc reporter; HEK293 hcDAF-12 lit1-tk-luc reporter; 0% DMSO, 100% Δ7-dafachronic acid; 370,000 tested, 1.4% active; activation, % at 6.8 µM;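 active = activation above the mean of all tested compounds plus 3 SD, cut at about 5.5% in these data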;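 also: 100% = response to 3 µM Δ7-dafachronic acid high control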
ADAM17 inh: ADAM17 inhibitors, primary screen, biochemical, QFRET. Disintegrin and metalloproteinase domain-containing protein 17 (Homo sapiens), P78536. recombinant ADAM17, EDANS/DABCYL FRET peptide cleavage. inhibition, % at 6.95 µM. 370,000 tested, 0.83% active;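 active = inhibition above the mean of compounds lying between control limits plus 3 SD, set per campaign, cut at about 8.5% in these data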;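 also: 0% = DMSO-only wells as the low control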
PLC-beta3 inh: human PLC-beta3 inhibitors, primary screen, biochemical, fluorescence. inhibition, % at 12.2 µM. 1-phosphatidylinositol 4,5-bisphosphate phosphodiesterase beta-3 (Homo sapiens), Q01970. Purified PLC-beta3, fluorogenic substrate. 370,000 tested, 0.18% active; in the data active = inhibition above about 11%;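 also: 0% = median of compound wells on plate and 100% = full blocker control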
DAX1 inh-2: DAX1 (NR0B1) inhibitors, primary screen, cell-based, HEK293, Gal4-DAX1, luciferase luminescence | HEK293 Gal4-DAX1 luciferase reporter | inhibition, % at 6.75 µM | 340,000 tested, 0.99% active | AID 504766, 2011;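 active = inhibition above the mean over all tested compounds plus 3 SD, cut at about 4.2% in these data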;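 also: 0% = DAX1-transfected cells with DMSO and 100% = empty-vector control cells with DMSO; inhibition shows as a rise in luminescence from relieved DAX1 repression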
GAA850 FXN act: FXN promoter activators, primary screen, cell-based, luciferase luminescence, HEK293 lucGAA850. HEK293 lucGAA850 FXN promoter luciferase reporter, 24 h; percent of 10 µM SAHA response. activation, % at 6 µM. 360,000 tested, 0.56% active;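 active = activation above the average of all compounds screened plus 3 SD, cutoff fixed separately per campaign, cut at about 7.5% in these data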;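 also: 0% = DMSO wells and 100% = 10 µM SAHA wells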
ADAM10 inh: human ADAM10 inhibitors, primary screen, biochemical, QFRET, HTS; Disintegrin and metalloproteinase domain-containing protein 10 (Homo sapiens), O14672; recombinant ADAM10, EDANS/DABCYL FRET peptide cleavage, 3 h; inhibition, % at 7 µM; 370,000 tested, 0.62% active; AID 720582, 2013;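 active = inhibition above a per-campaign cutoff equal to the mean of compounds falling between control-based bounds plus 3 SD, cut at about 20% in these data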;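 also: 0% = DMSO wells while the 100% control is not disclosed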
Target sequence (O14672 214-748 limits assumed): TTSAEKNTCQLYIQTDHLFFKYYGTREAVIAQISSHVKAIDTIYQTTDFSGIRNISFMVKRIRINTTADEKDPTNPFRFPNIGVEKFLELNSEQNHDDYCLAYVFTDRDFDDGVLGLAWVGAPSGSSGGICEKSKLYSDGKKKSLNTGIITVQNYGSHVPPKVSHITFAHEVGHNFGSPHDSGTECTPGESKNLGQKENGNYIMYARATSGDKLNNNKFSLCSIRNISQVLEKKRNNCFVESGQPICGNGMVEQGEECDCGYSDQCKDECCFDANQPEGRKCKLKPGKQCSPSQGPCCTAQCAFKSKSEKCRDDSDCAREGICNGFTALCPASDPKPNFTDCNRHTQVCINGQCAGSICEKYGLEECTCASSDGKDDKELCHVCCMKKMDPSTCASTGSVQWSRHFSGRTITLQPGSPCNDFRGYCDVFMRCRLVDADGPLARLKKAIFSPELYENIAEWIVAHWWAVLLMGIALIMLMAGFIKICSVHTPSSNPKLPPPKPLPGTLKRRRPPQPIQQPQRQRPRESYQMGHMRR
Numbers without * were called inactive; · = no result given.

Sample of the layout (seven entries):
Screens by letter – A = sPLA2-III inh; B = PLCg1 inh; C = ssDAF12 agonist; D = hgDAF12 agonist; E = DAX1 inh-1; F = hcDAF-12 act; G = ADAM17 inh; H = PLC-beta3 inh; I = DAX1 inh-2; J = GAA850 FXN act; K = ADAM10 inh
CCOC(=O)c1ccc(NC(=O)NCCc2ccccc2OC)cc1
  A: -11.3	B: 5.7	C: -0.4	D: -2.4	E: -0.3	F: -2.0	G: 4.6	H: -3.9	I: 0.4	J: 1.6	K: 7.5

Cc1c(-c2ccccc2)nc2ccccc2c1C(=O)NCc1cccs1
  A: -4.9	B: 3.6	C: -1.1	D: -1.5	E: 0.2	F: 2.3	G: 3.3	H: 14.3*	I: -2.5	J: 1.9	K: 8.2

O=C(Nc1ccc2c(c1)OCO2)C1CCN(S(=O)(=O)Cc2ccccc2)CC1
  A: -1.9	B: 0.0	C: -1.2	D: -2.6	E: -0.7	F: 0.2	G: -5.7	H: -4.6	I: -0.1	J: -1.3	K: -6.5

O=C(CSc1nnc2ccccn12)NC(=O)c1ccccc1
  A: 4.0	B: -13.5	C: -1.2	D: 2.2	E: 0.8	F: 0.0	G: -7.2	H: -17.9	I: 0.6	J: 2.2	K: -46.0

O=C(Nc1ccccc1C1CC1)c1cccs1
  A: 9.8	B: -1.0	C: -1.9	D: -1.2	E: -0.4	F: -1.4	G: -0.9	H: -1.8	I: -0.5	J: 0.6	K: -4.7

CC(=O)Nc1cccc(O)c1
  A: 4.1	B: -0.2	C: -1.0	D: -0.6	E: 0.8	F: -1.4	G: -3.0	H: -2.3	I: 0.2	J: -1.3	K: -10.1

CCc1ccc(Nc2nnc(SCC(=O)NC(=O)CN3CCCC3=O)s2)cc1
  A: -3.4	B: -0.1	C: -0.7	D: 1.7	E: -0.1	F: 0.3	G: -3.1	H: -6.5	I: 0.6	J: 1.8	K: -8.7

The list itself, from the first entry:
Screens by letter – A = sPLA2-III inh; B = PLCg1 inh; C = ssDAF12 agonist; D = hgDAF12 agonist; E = DAX1 inh-1; F = hcDAF-12 act; G = ADAM17 inh; H = PLC-beta3 inh; I = DAX1 inh-2; J = GAA850 FXN act; K = ADAM10 inh
CCOC(=O)c1ccc(NC(=O)NCCc2ccccc2OC)cc1
  A: -11.3	B: 5.7	C: -0.4	D: -2.4	E: -0.3	F: -2.0	G: 4.6	H: -3.9	I: 0.4	J: 1.6	K: 7.5

Cc1c(-c2ccccc2)nc2ccccc2c1C(=O)NCc1cccs1
  A: -4.9	B: 3.6	C: -1.1	D: -1.5	E: 0.2	F: 2.3	G: 3.3	H: 14.3*	I: -2.5	J: 1.9	K: 8.2

O=C(Nc1ccc2c(c1)OCO2)C1CCN(S(=O)(=O)Cc2ccccc2)CC1
  A: -1.9	B: 0.0	C: -1.2	D: -2.6	E: -0.7	F: 0.2	G: -5.7	H: -4.6	I: -0.1	J: -1.3	K: -6.5

O=C(CSc1nnc2ccccn12)NC(=O)c1ccccc1
  A: 4.0	B: -13.5	C: -1.2	D: 2.2	E: 0.8	F: 0.0	G: -7.2	H: -17.9	I: 0.6	J: 2.2	K: -46.0

O=C(Nc1ccccc1C1CC1)c1cccs1
  A: 9.8	B: -1.0	C: -1.9	D: -1.2	E: -0.4	F: -1.4	G: -0.9	H: -1.8	I: -0.5	J: 0.6	K: -4.7

CC(=O)Nc1cccc(O)c1
  A: 4.1	B: -0.2	C: -1.0	D: -0.6	E: 0.8	F: -1.4	G: -3.0	H: -2.3	I: 0.2	J: -1.3	K: -10.1

CCc1ccc(Nc2nnc(SCC(=O)NC(=O)CN3CCCC3=O)s2)cc1
  A: -3.4	B: -0.1	C: -0.7	D: 1.7	E: -0.1	F: 0.3	G: -3.1	H: -6.5	I: 0.6	J: 1.8	K: -8.7

O=C(COC(=O)C1CC2CCCC(C1)C2=O)Nc1ccc(F)c(Cl)c1 (stereo unspecified)
  A: -2.8	B: 4.1	C: -0.5	D: -1.6	E: -0.5	F: -0.3	G: -2.9	H: 1.0	I: 0.0	J: -0.6	K: -5.6

CC(C(=O)Nc1ccncc1)(c1ccccc1)c1ccccc1
  A: 4.2	B: 1.4	C: -1.2	D: -1.0	E: -0.2	F: 0.1	G: -1.6	H: -0.8	I: 0.9	J: -0.8	K: 4.5

O=C(CC1CCCC1)N[C@@H](Cc1cccnc1)C(=O)N1CCC[C@H]1C(=O)NC1CCCC1
  A: 3.9	B: -4.4	C: -1.6	D: -2.4	E: 1.2	F: -1.0	G: -0.8	H: 5.1	I: ·	J: ·	K: 4.2

CCc1nc2c(OC)cccn2c1N(C)C(=O)c1ccccc1F
  A: 5.5	B: -10.6	C: -1.5	D: 1.6	E: 0.4	F: -0.9	G: -0.9	H: -5.7	I: ·	J: -0.5	K: -11.8

Cc1nc(CN2C(=O)C3(CCC3)ON=C2c2cccc(Cl)c2)cs1
  A: 0.3	B: 0.8	C: -1.7	D: -0.4	E: 0.3	F: -0.4	G: -1.5	H: 2.8	I: ·	J: 0.2	K: -1.5

O=C(CCc1nnc(Cc2ccc(-c3ccccc3)cc2)o1)NCC1CC1
  A: -7.9	B: -1.1	C: -0.6	D: -1.7	E: 0.3	F: 0.1	G: -0.6	H: -0.5	I: 0.7	J: 0.4	K: 2.4

Cc1c(Br)cccc1NC(=O)C1(C)CCN1Cc1ccc(OC(C)C)cc1 (stereo unspecified)
  A: -1.9	B: -2.6	C: -1.4	D: 0.7	E: -1.1	F: -1.4	G: 0.5	H: -2.0	I: ·	J: 1.4	K: -2.9

CCC(=O)n1nc(-c2ccc(OC)cc2)nc1NCc1cccs1
  A: 4.3	B: 0.1	C: -0.2	D: -1.1	E: 1.2	F: 0.0	G: -4.5	H: -5.4	I: -0.7	J: 0.5	K: 0.1

(cont.)
Screens by letter – A = sPLA2-III inh; B = PLCg1 inh; C = ssDAF12 agonist; D = hgDAF12 agonist; E = DAX1 inh-1; F = hcDAF-12 act; G = ADAM17 inh; H = PLC-beta3 inh; I = DAX1 inh-2; J = GAA850 FXN act; K = ADAM10 inh
Cc1cccc(C)c1NC(=O)CS(=O)CC(=O)Nc1ccc(N2CCOCC2)cc1 (stereo unspecified)
  A: 14.1	B: 3.5	C: -1.0	D: -2.3	E: -0.1	F: 0.9	G: -0.7	H: -7.0	I: 0.7	J: 1.5	K: -22.3

Cc1csc(NC(=O)CSc2nc3ccccc3c3c2CCCC3)n1
  A: 2.9	B: 5.3	C: -0.7	D: 3.6	E: 0.0	F: -0.2	G: 2.8	H: 2.2	I: 0.4	J: 2.3	K: 10.4

CCOc1ccc(NC(=O)CN(C)C(=O)CCCOc2ccc(Br)cc2)cc1OCC
  A: -8.9	B: -2.2	C: -1.2	D: -3.0	E: -0.6	F: -2.0	G: 6.7	H: -5.5	I: -1.8	J: 0.0	K: 7.5

Cc1ccc(CN2C(=O)C(=O)c3cc(C)ccc32)cc1
  A: 4.3	B: -3.9	C: -0.8	D: 0.5	E: -0.6	F: -0.6	G: -2.9	H: -4.0	I: 1.9	J: -1.4	K: -6.6

CS(=O)(=O)N(Cc1ccccc1)c1ccccc1C(=O)O
  A: 6.5	B: 0.2	C: -1.3	D: 1.1	E: 0.4	F: -1.6	G: -4.0	H: 0.4	I: 2.2	J: -3.3	K: 2.3

O=C(Cc1ccc(Br)cc1)NCCN1CCOCC1
  A: -2.5	B: 4.0	C: -1.3	D: 0.7	E: 0.2	F: 0.6	G: -0.8	H: 3.2	I: -0.8	J: 0.1	K: 3.5

CCOC(=O)COc1cccc2c(=O)n(CC(=O)NCc3ccc(F)cc3)ccc12
  A: 3.5	B: -2.6	C: -1.1	D: -4.7	E: 1.1	F: -0.5	G: -7.1	H: -5.1	I: 1.1	J: -2.7	K: -24.3

COC(=O)c1cc(S(=O)(=O)NCC2CCN(Cc3cc(C)ccc3C)CC2)c[nH]1
  A: -21.4	B: 0.2	C: -1.1	D: -0.4	E: 2.6	F: -1.1	G: -7.6	H: -3.3	I: 0.5	J: -1.0	K: -7.9

Some of these compounds in order of SMILES length, low to high:
Screens by letter – A = sPLA2-III inh; B = PLCg1 inh; C = ssDAF12 agonist; D = hgDAF12 agonist; E = DAX1 inh-1; F = hcDAF-12 act; G = ADAM17 inh; H = PLC-beta3 inh; I = DAX1 inh-2; J = GAA850 FXN act; K = ADAM10 inh
CCC(=O)n1nc(-c2ccc(OC)cc2)nc1NCc1cccs1
  A: 4.3	B: 0.1	C: -0.2	D: -1.1	E: 1.2	F: 0.0	G: -4.5	H: -5.4	I: -0.7	J: 0.5	K: 0.1

O=C(COC(=O)C1CC2CCCC(C1)C2=O)Nc1ccc(F)c(Cl)c1 (stereo unspecified)
  A: -2.8	B: 4.1	C: -0.5	D: -1.6	E: -0.5	F: -0.3	G: -2.9	H: 1.0	I: 0.0	J: -0.6	K: -5.6

CCOC(=O)COc1cccc2c(=O)n(CC(=O)NCc3ccc(F)cc3)ccc12
  A: 3.5	B: -2.6	C: -1.1	D: -4.7	E: 1.1	F: -0.5	G: -7.1	H: -5.1	I: 1.1	J: -2.7	K: -24.3
